SRC3 inh – human NCOA3 inhibition. HEK293 GAL4-SRC3 luciferase reporter, luminescence. inhibition, % at 3.6 µM. Q9Y6Q9. 360,000 compounds, 0.17% hits;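 active means inhibition above a per-campaign cutoff, the mean of all compounds plus 3 SD, cut at about 60% in these data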;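 further: 0% = DMSO-treated cells and 100% = gossypol-treated cells at 36 µM; higher means less SRC3-driven luciferase light from the GAL4 reporter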
COUP-TFII inh – blocks human COUP-TFII nuclear receptor; P24468; HEK293T NGFI-A luciferase reporter, luminescence; inhibition, % at 8.6 µM; 370,000 compounds, 0.7% hits; AID 686940;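 active means inhibition above a per-plate cutoff, mean inhibition of test wells between control levels plus 3 SD, cut at about 38% in these data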;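 further: cells cotransfected with COUP-TFII expression vector driving the NGFI-A reporter; 0% = median of COUP-TF2 test wells and 100% = reporter-only cells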
NR5A2 inv ag – suppresses constitutive activity of human LRH-1; O00482; HEK293T StAR-luciferase reporter, LRH-1 transfected, 24 h; inhibition, % at 3.6 µM; 360,000 compounds, 0.13% hits; AID 602396;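 active means inhibition above the mean inhibition of all tested compounds plus 3 SD, cut at about 73% in these data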;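 further: 0% = DMSO wells and 100% = reporter-only cells lacking LRH-1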
Target sequence (O00482 whole entry, looked up): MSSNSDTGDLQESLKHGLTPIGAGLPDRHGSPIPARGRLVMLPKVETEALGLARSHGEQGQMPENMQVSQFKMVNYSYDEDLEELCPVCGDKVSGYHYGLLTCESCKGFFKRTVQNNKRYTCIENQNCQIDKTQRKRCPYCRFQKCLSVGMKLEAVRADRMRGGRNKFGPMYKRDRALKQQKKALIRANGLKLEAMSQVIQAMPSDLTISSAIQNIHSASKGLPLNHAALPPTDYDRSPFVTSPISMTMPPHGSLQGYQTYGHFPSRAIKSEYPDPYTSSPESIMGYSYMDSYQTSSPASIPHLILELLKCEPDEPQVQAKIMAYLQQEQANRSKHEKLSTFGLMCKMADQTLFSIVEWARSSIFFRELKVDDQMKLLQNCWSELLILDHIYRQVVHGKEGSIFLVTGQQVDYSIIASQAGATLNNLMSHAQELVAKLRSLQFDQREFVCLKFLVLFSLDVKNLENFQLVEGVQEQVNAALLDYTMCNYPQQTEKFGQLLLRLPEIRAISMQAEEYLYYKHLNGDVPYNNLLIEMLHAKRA
ABHD5 PLIN5 PPI – ABHD5-PLIN5 protein interaction inhibition; 360,000 compounds, 0.78% hits; Split G. princeps luciferase complementation, luminescence, 4 h; inhibition, % at 4 µM;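 active means inhibition above the mean inhibition across every tested compound plus 3 SD, cut at about 22% in these data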;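 further: 0% = DMSO only wells and the 100% control is not disclosed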
MC4R ag barr – activates human MC4R beta-arrestin recruitment | P32245 | U2OS MC4R beta-arrestin complementation, luminescence; percent of melanotan II response, DMSO zero | activation, % at 8.9 µM | 360,000 compounds, 0.98% hits | AID 540308;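 active means activation above a per-plate cutoff, the mean activation of sample wells on that plate plus 3 SD, cut at about 8% in these data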
Target sequence (P32245 whole entry, looked up): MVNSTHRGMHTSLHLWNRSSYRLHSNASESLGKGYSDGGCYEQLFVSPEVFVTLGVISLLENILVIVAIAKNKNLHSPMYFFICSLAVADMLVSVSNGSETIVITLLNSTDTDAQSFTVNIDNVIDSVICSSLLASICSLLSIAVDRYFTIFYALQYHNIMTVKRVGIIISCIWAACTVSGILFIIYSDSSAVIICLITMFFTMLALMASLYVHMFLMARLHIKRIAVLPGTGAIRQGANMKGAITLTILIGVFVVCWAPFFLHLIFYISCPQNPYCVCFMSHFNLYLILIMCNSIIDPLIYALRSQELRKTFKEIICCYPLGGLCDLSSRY
MC4R antag cAMP – human MC4R antagonism in cAMP assay | MC4R-expressing cells, MTII-stimulated cAMP, LANCE TR-FRET | AID 540295 | inhibition, % at 6.5 µM | 360,000 compounds, 0.48% hits;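 active means inhibition above its plate's cutoff, the mean of tested wells on that plate plus 3 SD, cut at about 29% in these data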;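 further: 0% = Melanotan II alone and 100% = Melanotan II plus saturating MCL0020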
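Material: human MC4R-expressing U2OS cells. Probe or stimulus: Melanotan II challenge. Dosing: 6.5 µM single dose. Times: 30-min compound, 1-h challenge, 1-h detection, room temperature. Technique: TR-FRET with Eu-cAMP and labeled anti-cAMP, 671 nm. Replication: singlicate.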
NCOA2 inhibitor – inhibits human steroid receptor coactivator 2. Q15596. HEK293 GAL4-SRC2 luciferase reporter, luminescence. inhibition, % at 9 µM. 370,000 compounds, 0.17% hits;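 active means inhibition above the mean inhibition of all tested compounds plus 3 SD, set per campaign, cut at about 52% in these data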;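 further: 0% = DMSO treated cells and 100% = cells given Gossypol at 36 µM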
NOD2-RIPK2 inh – NOD2-RIPK2 protein interaction inhibition; CHO BLA complementation NOD2-RIPK2, CCF4 ratio; inhibition, % at 4.98 µM; 360,000 compounds, 0.38% hits; AID 624267; in the data active means inhibition above about 21%;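 further: 0% = vehicle only and 100% = reference blocker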
EBV LMP1 NFkB – inhibitors of Epstein-Barr LMP1-induced NF-kappaB reporter; LMP1-induced NF-kappaB luciferase reporter cells, luminescence; inhibition, % at 12.5 µM; 350,000 compounds, 0.69% hits; in the data active means inhibition above about 41%;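 further: 0% = neutral control wells and 100% = reference inhibitor control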
TLR9-MyD88 inh – inhibitors of human TLR9-MyD88 binding; 340,000 compounds, 0.21% hits; inhibition, % at 4.98 µM; AID 504734; Q9NR96+Q99836; CHO BLA complementation TLR9-MyD88, CCF4 FRET ratio;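 active means inhibition above the mean over all tested compounds plus 3 SD, cut at about 21% in these data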;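 further: 0% = DMSO only wells and 100% = clavulanate BLA inhibitor control wells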
NCOA1 inh – inhibits human SRC1 coactivator; Q15788; HEK293 GAL4-SRC1 luciferase reporter, luminescence; inhibition, % at 3.6 µM; 360,000 compounds, 0.12% hits;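 active means inhibition above the campaign mean plus 3 SD, with each screening campaign given its own cutoff, cut at about 60% in these data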;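 further: 0% = DMSO treated cells and 100% = gossypol at 36 µM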
* = called active by the depositor; · = not tested or not shown.

SMILES	SRC3 inh	COUP-TFII inh	NR5A2 inv ag	ABHD5 PLIN5 PPI	MC4R ag barr	MC4R antag cAMP	NCOA2 inhibitor	NOD2-RIPK2 inh	EBV LMP1 NFkB	TLR9-MyD88 inh	NCOA1 inh
O=C(CCC(=O)OCc1ccc(Cl)cc1)Nc1ccccc1	21	6	18	-2	-1.8	2	-26	-7	1	-14	-6
COCCCNC(=O)CC1C[C@H](C(=O)N2CCOCC2)[C@@]2(C)c3[nH]c4ccccc4c3CCN2C1=O (some centres not stated)	-6	-18	-13	9	-0.7	6	-26	-3	-7	-2	9
Cc1nn(-c2ncc(C(F)(F)F)cc2Cl)c(=O)n1-c1ccccc1	-14	18	38	1	3.1	-1	8	-3	-16	1	9
O=C(NCCN1CCOCC1)c1ccc(CS(=O)(=O)c2c(Cl)cccc2Cl)o1	-13	0	-6	3	-0.9	5	3	-6	-3	0	6
COc1ccc2oc(=O)c(C(=O)OCc3ccccc3)cc2c1	-14	-14	-20	-3	-1.9	8	-65	0	-2	4	-14
Cc1cccc(COCC(Cc2ccccc2)N2CCN(C(=O)c3cccc(C)c3)CCC2=O)c1 (configuration not stated)	-15	11	17	8	-0.1	3	15	13	4	1	8
CCC(C)(C)n1nnnc1C(c1ccc(OC)c(OC)c1)N1CCN(C(=O)c2ccco2)CC1 (configuration not stated)	-2	22	14	11	0.8	6	-23	1	-1	11	3
COc1cccc(OC)c1C(=O)NC(=S)Nc1cccc(NC(=O)c2ccco2)c1	9	-10	4	5	1.0	1	33	1	18	4	-1
CCCCNC(=S)N1CCN(c2ccc(C(C)=O)cc2)CC1	6	9	7	0	-1.5	2	24	2	24	-1	3
CN(C)c1cccc(NC(=O)c2cccc3ccccc23)c1	2	4	9	2	-2.2	-3	-35	-5	-7	-2	-7
COc1c(C(=O)Nc2ccccc2N2CCOCC2)cc2ccccc2c1Br	11	9	-9	-8	-3.5	5	-3	-1	12	2	-13
O=C(O)Cc1n[nH]c(=O)c2ccccc12	13	1	-13	2	4.5	1	-6	-7	5	3	-18
O=C1NCCCC1C(=O)N1CCN(C(c2ccccc2)c2ccccc2)CC1 (configuration not stated)	3	-1	-14	-9	3.5	20	-22	12	-2	-6	-4
CCC(C)(C)C1CCc2[nH]nc(C(=O)NCc3ccc(OC)cc3)c2C1 (configuration not stated)	3	-17	-15	-6	1.5	11	-19	5	3	5	2
S=c1[nH]nc(-c2ccc(Cl)cc2Cl)n1-c1ccccc1	-97	-42	-146	-1	-0.2	7	-31	3	-14	-9	-70
CC1(c2nnc(-c3cccc(Cl)c3)o2)CC(c2ccccc2Br)=NO1 (configuration not stated)	-2	4	2	-1	0.5	-2	14	-7	6	-3	6
CC(C)(C)C1=NN(c2ccc([N+](=O)[O-])cc2)C(c2ccccc2)C1 (configuration not stated)	20	8	-7	-5	1.1	5	13	16	-6	3	-3
FC(F)(F)c1cc(-c2ccccc2)nc(N2CCOCC2)n1	13	5	2	-7	-0.2	1	11	1	1	-6	-7
CC1(C)Oc2ccc3ccc(=O)oc3c2/C(=C/NNC(N)=O)C1=O	10	-37	2	-2	-1.8	11	-17	8	-1	6	-12
Cc1ccc(S(=O)(=O)N2CCOCC2)cc1NC(=O)CSc1ncccn1	14	-4	11	0	-2.0	-2	5	-8	4	5	-10
COc1ccc(NC(=O)C2CCCN(S(=O)(=O)c3ccc(-n4cnnn4)cc3)C2)cc1 (configuration not stated)	9	-7	15	5	-1.0	-3	-19	-5	4	-9	5
CCCNC(=O)C1(C)CCCN(Cc2cccc(C#N)c2)C1 (configuration not stated)	25	10	11	6	-0.1	0	15	-3	·	·	33
C/C(Cc1ccccc1)=N\NC(=O)CNC(=O)c1ccc(F)cc1	-6	-9	-4	0	-1.7	1	9	7	7	-5	-8
O=C(OCC(=O)N1CCN(C(=O)c2ccco2)CC1)c1cncc(Br)c1	16	16	8	11	-0.6	2	1	-2	-2	8	-4
Cc1ccc(C(=O)C2=C(O)C(=O)N(c3ncccn3)C2c2ccc(Cl)cc2)o1 (configuration not stated)	15	6	-12	-5	-0.2	22	1	11	4	5	-11

Quoted from the listing.
Reading of O=C(NCCN1CCOCC1)c1ccc(CS(=O)(=O)c2c(Cl)cccc2Cl)o1 in COUP-TFII inh: 0
Reading of O=C(CCC(=O)OCc1ccc(Cl)cc1)Nc1ccccc1 in NOD2-RIPK2 inh: -7

(further entries)
SMILES	SRC3 inh	COUP-TFII inh	NR5A2 inv ag	ABHD5 PLIN5 PPI	MC4R ag barr	MC4R antag cAMP	NCOA2 inhibitor	NOD2-RIPK2 inh	EBV LMP1 NFkB	TLR9-MyD88 inh	NCOA1 inh
N#CC1=C(N)N(c2ncn[nH]2)C2=C(C(=O)CCC2)C1c1ccccc1 (configuration not stated)	5	7	-5	0	-2.7	13	-25	-11	-15	-1	5
CC(C)NC(=O)c1ccccc1NC(=O)c1ccccc1N(C)S(C)(=O)=O	1	3	19	2	0.1	1	-12	-15	1	-5	-15
Cc1ccc(S(=O)(=O)NCc2c(-c3ccccc3)c3cc(Cl)ccc3[nH]c2=O)cc1	-4	-3	-9	-6	-1.8	1	-11	-11	3	3	3
Cc1ccc(-c2nc(N)sc2C)cc1	-23	-4	-22	1	-0.8	13	-44	6	-3	1	-19
CCCNC(=O)NC(=O)CN1C(=O)NC(C)(c2ccc(C)cc2)C1=O (configuration not stated)	5	-2	1	1	-0.5	3	10	0	-2	11	-3
CCc1nc2ccc(C(=O)N3CCN(C(=O)c4ccco4)CC3)cn2c1N(C)C(=O)COc1ccccc1	-4	3	-1	-2	-1.4	3	30	-9	·	·	2
CCCNC(=O)CSc1nccn1Cc1ccc(OC)cc1	18	3	2	6	-0.9	3	8	-6	-7	-1	7
O=C(Cc1n[nH]c(=O)c2ccccc12)OCc1c(Cl)cccc1Cl	-64	0	7	4	2.7	-6	6	-2	10	11	-26
CCOC(=O)c1sc(NC(=O)C(C)C)c(C#N)c1C	11	-12	13	-10	-0.2	11	17	-6	6	-2	-17
CC1Cc2cc(/C(O)=C3/C(=O)C(=O)N(Cc4ccco4)C3c3cccs3)ccc2O1 (configuration not stated)	9	-8	-13	15	-0.8	5	-11	-5	-8	-6	-9
Cc1c(C(c2cccs2)c2c(C)n(C)n(-c3ccccc3)c2=O)c(=O)n(-c2ccccc2)n1C	-19	6	8	-7	-0.4	0	2	-6	3	4	-14
CCn1cc([N+](=O)[O-])c(C(=O)Nc2nc(-c3ccc(C)c(C)c3)c(C)s2)n1	13	·	16	8	5.3	-2	·	-12	4	-1	7
CCn1cc(C(=O)NC2CCCc3c2cnn3-c2cccc(C)c2C)cn1 (configuration not stated)	-111	64*	-1	-1	-1.7	0	13	0	11	-1	-26
O=C(CSc1nccc2ccccc12)N1CCN(Cc2ccc3c(c2)OCO3)CC1	10	8	-1	2	-2.2	-1	13	8	10	1	2
C/C=C/c1cccc(-c2nc(C(=O)NC3Cc4ccccc4C3)cc3c2[C@@H](CCO)N(C(C)=O)C3)c1	·	2	-19	0	·	·	4	-19	·	·	·
c1ccc(-n2nnnc2Oc2ccc(-c3nnco3)cc2)cc1	0	8	27	0	-2.0	2	-17	-3	-3	7	-8
Cc1nnsc1C(=O)N1CCC(C(=O)c2ccccc2)CC1	22	7	-2	1	-1.5	12	-3	-21	-2	-5	6
Cc1ccc(Cn2cc(CN3CC(N4CCN(Cc5ccccc5F)CC4)CS3(=O)=O)nn2)cc1 (configuration not stated)	·	33	20	7	·	·	14	-5	·	·	·
O=C(COc1ccc(F)cc1)N(Cc1cccs1)C1CCS(=O)(=O)C1 (configuration not stated)	14	11	-9	1	-0.3	2	10	-7	0	8	7
COc1ccc(CCn2c(C)cc(C(=O)COC(=O)c3ccc(O)cc3O)c2C)cc1	7	16	47	-5	25*	13	-6	5	7	5	-4
COc1ccc(CNC(=O)COC(=O)C2CC3C=CC2C3)cc1 (configuration not stated)	19	-1	16	0	-0.2	10	16	-15	-5	7	-5
Fc1ccc(Cn2nnc(-c3ccc(Cl)cc3)n2)cc1	-26	1	-1	7	1.4	11	-23	-7	-2	0	-25
CCC(NC(=O)CC[C@H]1O[C@@H](n2cc(C)c(=O)[nH]c2=O)C[C@@H]1O)c1ccccc1 (some centres not stated)	-5	-8	-9	7	0.1	1	-17	-1	-7	-7	-3
Cn1c2nc(=O)n(-c3ccccc3)c(=O)c-2nc2c1CCCC2	-7	·	25	-19	-1.0	-7	·	-3	-2	9	8
Cc1cc(C)c(C#N)c(N2CCN(Cc3ccc4c(c3)OCO4)CC2)n1	6	28	15	0	1.4	-1	3	9	3	-5	1

5 compounds out of the list above, arranged by their value in ABHD5 PLIN5 PPI, ascending.
| SMILES | ABHD5 PLIN5 PPI |
| --- | --- |
| Cn1c2nc(=O)n(-c3ccccc3)c(=O)c-2nc2c1CCCC2 | -19 |
| COc1ccc(CCn2c(C)cc(C(=O)COC(=O)c3ccc(O)cc3O)c2C)cc1 | -5 |
| CCn1cc(C(=O)NC2CCCc3c2cnn3-c2cccc(C)c2C)cn1 (configuration not stated) | -1 |
| O=C(COc1ccc(F)cc1)N(Cc1cccs1)C1CCS(=O)(=O)C1 (configuration not stated) | 1 |
| CC1Cc2cc(/C(O)=C3/C(=O)C(=O)N(Cc4ccco4)C3c3cccs3)ccc2O1 (configuration not stated) | 15 |

Remaining list, next part:
SMILES	SRC3 inh	COUP-TFII inh	NR5A2 inv ag	ABHD5 PLIN5 PPI	MC4R ag barr	MC4R antag cAMP	NCOA2 inhibitor	NOD2-RIPK2 inh	EBV LMP1 NFkB	TLR9-MyD88 inh	NCOA1 inh
O=C(c1cc([N+](=O)[O-])ccc1Cl)N1CCN(c2ccc([N+](=O)[O-])cc2)CC1	17	6	-1	3	-3.1	-2	25	-7	6	1	6
CCC1CCCCN1CCCNC(=O)c1ccc2c(c1)NC(=O)CN2C (configuration not stated)	2	6	-4	2	-2.8	12	6	-11	1	-4	6
CCCCNC(=O)Cn1cnc2sc(C)c(S(=O)(=O)N3CCN(c4ccccc4OC)CC3)c2c1=O	-3	14	8	2	0.7	11	-11	2	-3	5	3
CCOCCCNCC(=O)Nc1cc(S(=O)(=O)N2CCOCC2)ccc1N1CCOCC1	4	-5	7	5	0.8	11	-1	-6	-3	-6	-4
Cc1ccc(NC(=O)CN2C(=O)COc3ccc(S(=O)(=O)N4CCOCC4)cc32)cc1N(C)C	3	-14	13	-5	-0.7	4	-3	0	-6	2	0
CCOC(=O)c1cc(NC(=O)c2ccoc2C)cc(C(=O)OCC)c1	-3	-5	28	6	2.3	21	2	-3	-2	0	-14
O=C(CSC(=S)N1CCCCC1)Nc1nc(-c2ccccc2)c(-c2ccccc2)o1	-15	-2	2	5	0.1	10	9	-3	0	1	0
CCN(CC)CCOC(=O)c1ccc(N/C=C(/C#N)c2nc(-c3ccc(OC)cc3)cs2)cc1	8	-6	6	11	0.7	-3	-19	1	6	1	2
Nc1nnc(CCCCCCCCCCc2nnc(N)s2)s1	16	13	17	-3	-1.4	3	11	-5	-8	-7	0

Screens as filed in PubChem BioAssay.

This is a subset; rates above refer to the full screens.
